# Source: PubChem BioAssay
# Shn3 3UTR inh: inhibitors of Schnurri-3 3'UTR reporter in osteoblasts. Clone20 osteoblast Shn3 3'UTR firefly luciferase, 24 h. inhibition, % at 12.5 µM. 360,000 compounds, 0.52% hits;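 active means mean inhibition of at least 75% with every replicate also reaching 75%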;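 further: 0% = median of neutral control wells and 100% = pilot-screen positive control compound; some compounds past the cut are filed as inactive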
# TROY signal inh: inhibitors of TROY-dependent NF-kB signaling; Q293 LMP1-TROYcd NF-kB luciferase reporter, 4 h; inhibition, % at 10 µM; 360,000 compounds, 0.98% hits; AID 1347056;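 active means compounds whose plate-normalised and pattern-corrected inhibition of the luciferase reporter signal at the single screening dose is 50% or more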
# C8 TRAIL sens: sensitizes caspase-8 expressing cells to TRAIL; 360,000 compounds, 1% hits; NB7+C8 cells + TRAIL, ATPlite viability luminescence; inhibition (viability loss, TRAIL sensitization), % at 10 µM;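 active means compounds causing at least 50% loss of cell viability in the single-dose screen, relative to plate controls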
# NR2E3 ag-1: human photoreceptor-specific nuclear receptor agonism | CHO-S Gal4-NCOR/VP16-NR2E3 two-hybrid, luciferase | Q9Y5X4 | inhibition of corepressor binding, % at 3.98 µM | AID 602229 | 360,000 compounds, 0.35% hits;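 active means inhibition above the mean of all tested compounds plus 3 SD, cut at about 70% in these data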;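 further: 0% = DMSO with NR2E3 transfected cells and 100% = cells lacking NR2E3 construct; higher means lower luciferase signal from less NR2E3 corepressor binding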
# Target sequence (Q9Y5X4 whole entry, looked up, the tested form may be a part): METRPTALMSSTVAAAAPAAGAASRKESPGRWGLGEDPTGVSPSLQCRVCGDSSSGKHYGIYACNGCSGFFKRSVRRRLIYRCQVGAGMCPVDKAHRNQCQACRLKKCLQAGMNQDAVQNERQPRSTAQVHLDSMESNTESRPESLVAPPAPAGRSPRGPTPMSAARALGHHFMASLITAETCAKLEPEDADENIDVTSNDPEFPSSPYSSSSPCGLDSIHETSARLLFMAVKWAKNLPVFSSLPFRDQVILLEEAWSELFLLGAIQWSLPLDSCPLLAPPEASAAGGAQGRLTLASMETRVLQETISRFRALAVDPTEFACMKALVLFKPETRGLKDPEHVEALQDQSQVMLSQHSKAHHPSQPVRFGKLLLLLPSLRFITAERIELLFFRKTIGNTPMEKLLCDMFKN
# CF NFkB inh: blocks PAF-induced NF-kB reporter in cystic fibrosis cells; inhibition, % at 5 µM; 360,000 compounds, 0.86% hits; KKLEB NF-kB-GFP reporter, GFP fluorescence overnight;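 active means at least 50% inhibition at 5 µM, scaled per plate between neutral and stimulator controls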;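 further: PAF is a Pseudomonas aeruginosa culture filtrate used as stimulus; plate controls were PAF-stimulated DMSO wells for no effect and unstimulated DMSO wells for full effect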
# Peg3 promoter: reduces Peg3 promoter-driven luciferase expression in HeLa. HeLa PEG-Prom luciferase reporter, luminescence, overnight. 360,000 compounds, 1.7% hits. inhibition, % at 20 µM. AID 588405;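 active means inhibition of at least 50% at 20 µM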
# NR2E3 ag-2: NR2E3 (human) agonism; Q9Y5X4; GST-NR2E3/biotin-RetCOR TR-FRET, 1536-well; AID 2300; inhibition of corepressor binding, % at 4.78 µM; 320,000 compounds, 0.12% hits;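 active means percent inhibition above the cutoff of mean plus 3 SD of all tested compounds, set per screening campaign, cut at about 20% in these data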;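 further: 0% = DMSO wells and 100% = biotin wells as full block of FRET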
#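 Material: NR2E3–RetCOR corepressor complex | Quantity: 1.35 nM GST-tagged NR2E3 final | Schedule: 5 h at 4 °C | Replication: Singlicate compound wells | Reagent: RetCOR corepressor, biotinylated, 7 nM | Controls: Biotin wells as high control, 0.6% DMSO wells as low control | Signal: TR-FRET, Eu(K)-anti-GST donor, streptavidin-D2 acceptor, ex 340, em 617/671 nm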
# HIF-2a inh: HIF-2a inhibition; inhibition, % at 18.8 µM; 786-0 RCC cells HIF-2a reporter, luciferase luminescence, overnight; AID 624352; 360,000 compounds, 0.72% hits;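 active means inhibition of the luminescence signal of 40% or more relative to plate controls, in a single-dose primary screen at 18.75 µM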
# TWEAK Fn14 block: TWEAK-Fn14 signaling inhibition; 360,000 compounds, 2% hits; AID 1159606; TWEAK-stimulated Fn14 reporter cells, luciferase luminescence, 8 h; inhibition, % at 10 µM; in the data active means inhibition above about 50%
# KKLEB cytotox: counter-screen for CF NF-kB inhibitors: cytotoxicity | KKLEB CF airway cells viability, ATPlite luminescence, overnight; active compounds read low; cells stimulated with P. aeruginosa culture filtrate | activity change (cytotoxicity), % at 5 µM | 360,000 compounds, 0.36% hits | AID 602141;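 active means corrected activity change at or below -50% at 5 µM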
# TRPM1 prom inh: reduces MITF-dependent TRPM1 promoter luciferase signal. SK-MEL-5 TRPM1 promoter luciferase, 24 h. inhibition, % at 12.5 µM. 330,000 compounds, 0.83% hits. AID 488899;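 active means mean inhibition across replicates of 60% or more, whatever share of single replicates reaches that level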; further: values of inactives mirror those of a sister screen read the other way
# * hit, by the source's call; . = no result given.
SMILES	Shn3 3UTR inh	TROY signal inh	C8 TRAIL sens	NR2E3 ag-1	CF NFkB inh	Peg3 promoter	NR2E3 ag-2	HIF-2a inh	TWEAK Fn14 block	KKLEB cytotox	TRPM1 prom inh
Cc1ccc(S(=O)(=O)NC(=O)NCc2ccccn2)cc1	-4.3	-43.0	-8.4	-2.2	10.0	16.8	-0.3	17.4	-2.3	-2.7	7.2
C=C1CCC[C@]2(C)C[C@H]3OC(=O)C(CNCC(C)C)[C@H]3CC12 (stereo partly specified)	-7.1	2.8	6.6	-19.9	1.1	-46.3	0.0	6.4	24.0	6.6	4.9
Cc1cc(C)nc(/N=C(\N)Nc2cccc(OCc3ccccc3)c2)n1	45.6	16.6	23.7	29.7	8.6	39.2	-1.4	33.7	-17.2	-10.4	12.6
Cc1ccc(C(=O)NCC(c2ccco2)N2CCc3ccccc3C2)cc1 (stereo unspecified)	-17.6	-4.2	-7.1	-0.5	-8.9	0.2	-1.9	-16.4	2.0	-0.3	3.1
Cc1nn(-c2ccccc2)c2nc3c(cc12)C(=O)CCC3	17.6	-19.6	-2.3	2.2	-27.0	20.2	1.8	9.2	24.4	3.5	-4.6
CC(C)N(C(=S)Nc1cccc(S(=O)(=O)N(C)C)c1)c1ccccc1	4.4	-4.4	11.0	13.6	13.2	1.4	-2.8	5.9	4.5	-4.0	0.7
Cc1ccccc1NC(=O)COC(=O)c1ccc(S(=O)(=O)N2CCCC2)cc1	0.6	-3.1	0.5	-39.7	13.7	5.0	1.9	0.2	-4.6	-1.0	5.7
O=C(N/N=C/c1cn[nH]c1-c1ccc(Cl)cc1)c1ccc([N+](=O)[O-])cc1	-1.9	5.1	0.1	-6.1	23.0	14.2	6.1	17.2	-9.5	-9.8	2.6
O=C(CSc1nnc(CNC(=O)c2cccc(C(F)(F)F)c2)o1)NCC1CCCO1 (stereo unspecified)	-27.0	1.7	-1.2	9.3	-20.2	12.9	-1.2	23.4	12.8	3.7	7.9
FC(F)(F)c1cccnc1Oc1ccc(C2=NCCS2)cc1	6.5	-29.3	2.9	-11.7	26.1	-61.8	0.5	-195.4	-18.0	-11.9	-1.7
COc1ccccc1NC(=O)c1ccc(C)c(S(=O)(=O)N2CCCCC2)c1	-22.8	5.5	3.6	-17.0	-15.7	14.5	0.2	-12.1	0.9	9.3	0.9
CCN(CC)CCn1c2ccccc2c2nc(C)sc21	-8.8	-18.6	5.5	-9.1	-6.5	14.3	0.0	14.7	-1.8	1.0	5.7
Cc1cc(=O)[nH]c(SCC(=O)Nc2cccc(C(F)(F)F)c2)n1	-4.7	11.2	16.7	-2.8	5.7	0.8	1.8	-4.1	-6.7	-5.4	6.9
COc1ccc(C2C(C#N)=C(N)N(c3ncn[nH]3)C3=C2C(=O)CCC3)cc1 (stereo unspecified)	17.4	5.0	-1.6	-25.9	-0.4	14.0	-2.3	16.4	4.7	1.5	-1.1
C=CCOc1ccc(/C=N/NC(=O)CN2CCOCC2)cc1OCC	-13.4	3.2	27.4	-24.4	-0.6	-0.8	1.8	5.0	-6.7	10.0	2.8
Cc1cccnc1N(C(=O)Nc1cccc(Cl)c1)C1=NCC(C)(C)S1	-7.6	13.0	-3.6	-5.2	8.5	-5.5	-0.1	-5.1	17.6	3.8	-8.4
CCC12CC3CC(C1)CC(C(=O)NNC(N)=O)(C3)C2	-12.2	-21.8	-0.6	-32.9	15.4	5.4	-3.2	17.1	-10.8	-6.0	10.1
CN(/N=C/c1ccccc1O)C(=S)c1ccccc1	-16.8	-44.1	-9.7	4.9	4.3	-106.8	0.6	-181.5	-17.4	-4.9	-6.9
CC1CCc2nc3ccc(S(=O)(=O)N4CCC(C(=O)NC(C)c5ccccc5)CC4)cc3c(C(=O)O)c2C1 (stereo unspecified)	-10.5	-9.3	-2.7	-1.7	-17.6	4.3	4.7	2.3	-3.2	9.3	5.5
CN(C)C(=S)SCC(=O)Nc1cccc(C(F)(F)F)c1	11.4	-14.3	-3.2	-20.1	-6.7	-22.9	2.9	-32.7	-8.1	-6.3	-29.7
Cc1c(Cl)c(C(F)(F)F)nn1CC(=O)NCc1ccccc1	-9.3	0.5	14.9	1.9	-7.8	1.9	1.5	0.7	27.7	-10.9	-0.2
O=c1cc(N2CCC3(CC2)OCCO3)[nH]c(=O)n1-c1ccc(Br)cc1	5.3	3.4	-2.0	-24.5	0.3	3.8	.	6.5	-1.5	-4.2	-7.2
O=C(Cn1c(=O)oc2ccccc21)N1CCCC1	-0.4	-12.4	-5.3	-10.9	-14.7	7.7	0.7	17.0	2.2	4.8	4.0
O=C(CSc1ccccn1)Nc1ccc(N2CCOCC2)cc1	-19.8	-4.0	19.3	-22.8	-10.4	-11.4	-3.7	-12.2	-3.3	2.2	-4.8
O=C1NC(=O)/C(=C\c2ccc(Cl)cc2Cl)N1	75.1	0.6	6.3	-31.0	3.1	19.8	.	-27.9	5.0	-8.1	-3.2

# An excerpt of these results, with values under each structure:
# Each structure is followed by: Shn3 3UTR inh, TROY signal inh, C8 TRAIL sens, NR2E3 ag-1, CF NFkB inh, Peg3 promoter, NR2E3 ag-2, HIF-2a inh, TWEAK Fn14 block, KKLEB cytotox, TRPM1 prom inh
- CCN(CC)CCn1c2ccccc2c2nc(C)sc21
→ -8.8, -18.6, 5.5, -9.1, -6.5, 14.3, 0.0, 14.7, -1.8, 1.0, 5.7
- COc1ccccc1NC(=O)c1ccc(C)c(S(=O)(=O)N2CCCCC2)c1
→ -22.8, 5.5, 3.6, -17.0, -15.7, 14.5, 0.2, -12.1, 0.9, 9.3, 0.9

# (continued)
SMILES	Shn3 3UTR inh	TROY signal inh	C8 TRAIL sens	NR2E3 ag-1	CF NFkB inh	Peg3 promoter	NR2E3 ag-2	HIF-2a inh	TWEAK Fn14 block	KKLEB cytotox	TRPM1 prom inh
Oc1ccc(C=NCCc2ccccc2)cc1	-13.3	-13.1	2.7	-20.9	-1.4	0.6	-3.3	15.1	7.0	2.8	1.1
COC(=O)c1ccccc1NC(=O)Cn1cc(Br)cn1	5.4	22.0	-0.5	-27.7	13.8	-12.5	-1.3	5.6	-13.0	-5.7	-3.8
COc1ccc(C2C3=C(CCCC3=O)N(CC(=O)O)C3=C2C(=O)CCC3)cc1	0.2	0.1	-1.5	0.5	-3.2	6.3	7.1	6.3	0.3	0.2	-2.6
COc1ccc(N2C(=O)CC(NNc3ncc(Cl)cc3Cl)C2=O)cc1 (stereo unspecified)	-6.1	4.5	19.1	-16.0	-3.9	10.3	-5.8	11.5	-19.2	-6.6	-1.5
COc1ccc(-c2cc3ccccc3c(=O)o2)cc1	.	-28.4	52.7*	-94.2	.	.	.	-159.1	10.9	.	.
C=CC(=O)NCC1OCCc2ccccc21 (stereo unspecified)	6.6	0.5	-3.8	1.1	-1.3	5.2	-3.5	2.5	-1.2	-5.3	-2.8
CC1CCN(C(=O)COC(=O)c2cc(Cl)c3c(c2)OCO3)CC1	-64.8	-53.1	11.5	-89.5	7.1	-235.7	2.7	-212.5	-26.2	-7.6	-62.4
COc1ccc(OCC(=O)N2CCN(C(=O)c3ccc([N+](=O)[O-])cc3)CC2)cc1	4.3	10.9	1.4	-20.8	-6.6	-11.5	-0.6	-9.7	-6.5	0.7	13.5
Cc1cccc(CC(=O)NCCn2c(C)cc3ccccc32)c1	1.1	-2.0	2.1	-28.4	1.2	6.7	3.4	13.0	-30.4	-0.8	.
CCCCCC(=O)Nc1nc(C)c(-c2csc(Nc3ccccc3OCC)n2)s1	12.8	-9.4	7.7	-10.0	-4.1	6.2	3.0	-9.1	-3.9	4.4	-16.8
CN1C(=O)/C(=C/c2ccccc2OCc2ccccc2)NC1=S	-23.3	-20.5	0.2	1.3	-5.1	5.3	-1.2	9.4	-9.2	-6.3	6.3
CCC(Oc1ccccc1)C(=O)Nc1ccccc1N1CCCCC1 (stereo unspecified)	23.2	2.4	11.5	-4.7	-28.9	24.5	1.1	22.9	-4.7	10.5	13.1
CC(C)N1CC2(CC(c3ccccc3C(F)(F)F)=NO2)CN1C(=O)c1ccco1 (stereo unspecified)	9.5	-0.4	-7.1	-3.4	9.1	2.4	.	-9.6	-22.8	-6.8	.
CCC(=O)Nc1ccc(Cl)c(NC(=O)c2c(OC)cccc2OC)c1	1.6	2.1	1.6	16.6	-22.5	10.8	2.4	9.6	0.7	1.3	8.4
O=C(CN(Cc1ccco1)C(=O)CCC(=O)Nc1nccs1)NCc1ccccc1	-11.8	-5.5	8.4	-14.2	-0.1	-1.8	-1.0	10.9	8.1	1.4	-0.1
Cc1ccc(NC(=O)COC(=O)CC2CCCC2)cc1Cl	38.2	-23.4	-5.1	12.7	-7.2	18.8	-3.0	10.0	-17.0	3.1	-1.4
CCOc1ccc(CCNC(=O)c2cc(-c3ccccc3)c(N3CCOCC3)s2)cc1OCC	22.1	19.4	18.3	.	26.1	25.9	1.8	16.3	16.6	-9.2	-7.2
COc1cc(/C=C2\SC(=S)N(C(C(=O)O)c3ccccc3)C2=O)ccc1O (stereo unspecified)	10.3	-8.9	-24.9	-34.2	2.9	1.1	-1.1	19.2	8.6	9.4	-2.3
CC(=O)N1CCOc2ccc(S(=O)(=O)NC(C)c3ccccc3)cc21 (stereo unspecified)	-6.8	-0.8	-6.9	19.4	15.1	-1.8	0.6	6.7	5.2	0.0	-1.6
COc1cccc(/C=N/NC(=O)CNC(=O)c2ccc3c(c2)OCCO3)c1O	-9.8	-49.9	3.2	-30.2	-0.2	28.2	3.1	13.4	-2.2	11.6	21.6
COc1ccc(C(=O)Nc2ccc(OCC(F)(F)C(F)F)c(C(F)(F)F)c2)cc1OC	-8.8	32.4	40.8	19.5	-6.3	23.8	1.1	-1.2	-1.5	-1.1	-3.5
O=[N+]([O-])c1ccc(NN=Cc2cccc(O)c2)nc1	-41.5	-30.0	-0.7	-104.4	-17.9	-304.8	.	-357.9	16.4	17.7	-62.8
O=C(Nc1nc2n(n1)C(c1ccccc1)CC(c1ccc(Cl)cc1)N2)c1ccco1 (stereo unspecified)	11.4	-23.1	-11.4	-26.4	4.1	5.5	-2.7	19.3	-16.5	-0.5	-9.3
CCOC(=O)C1=NN(C(=O)Cc2ccccc2)C(O)(c2ccc(Cl)cc2)C1 (stereo unspecified)	-8.2	10.9	-2.2	-20.0	9.5	9.4	4.3	18.4	-25.2	12.9	-7.8
Cc1cc(Cl)ccc1NC(=O)CSc1nnc(-c2ccncc2)n1Cc1ccco1	32.8	-16.2	7.3	-14.9	-3.1	18.2	-2.4	19.1	2.7	9.0	11.5
C=CCc1cccc2ccc(=O)oc12	-15.4	-2.2	-9.1	-18.5	-25.5	-6.5	-0.1	11.0	1.7	10.5	-5.5
COc1cc(/C=N/NC(=O)CSc2ccccn2)ccc1O	-11.5	-12.7	-2.5	-5.1	9.9	6.4	1.1	8.6	-7.0	2.5	2.0
CCOC(=O)c1[nH]c2ccc(OCC)cc2c1NC(=O)CN1CCC2(CC1)OCCO2	2.0	-6.5	-8.2	-13.2	1.2	-3.5	5.2	-7.1	-32.9	1.6	1.6

# An excerpt. The share of hits here may be higher or lower than overall.
